Assay outcomes from PubChem.
AID inhibitor: Primary qHTS assay for inhibitors of Activation Induced Cytidine Deaminase (AID): AID signal; 91,000 compounds, 0.32% hits; AID 1347428, 2020; Potency, µM (doses to about 115 µM), inactives show top-dose activity change, negative = inhibition, usual class: inhibitors; AID deamination FRET fluorescence, UDG-coupled, 4 h; note: nearly all actives have a fitted effect of over 25% in size
Target sequence (Q9GZX7 whole entry, looked up): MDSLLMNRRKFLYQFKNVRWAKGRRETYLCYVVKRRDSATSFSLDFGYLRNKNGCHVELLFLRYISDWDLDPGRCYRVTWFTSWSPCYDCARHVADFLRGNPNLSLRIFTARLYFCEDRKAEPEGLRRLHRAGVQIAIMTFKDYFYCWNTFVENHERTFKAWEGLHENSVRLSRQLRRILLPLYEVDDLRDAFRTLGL
UDG counterscr: Primary qHTS assay for inhibitors of Activation Induced Cytidine Deaminase (AID): UDG Counterscreen signal | Uracil-DNA glycosylase | FRET deamination/UDG coupled assay, UDG read, 4 h | Potency, µM (titrated, usually from 115 µM), for inactives: top-dose activity change, negative = inhibition, actives largely listed as inhibitors | 91,000 compounds, 0.14% hits; note: nearly all actives have a fitted effect of over 65% in size
* hit, by the source's call; ? = inconclusive; & = joins results of further samples; [ ] = remark or other dose. Calls come from the whole dose curve; as a rule, active = well fitted curve in the direction sought with a large enough effect; inconclusive = small, poorly fitted or top-dose-only effect, or another doubt; inactive = no such curve, though single readings can be large; an effect the other way counts as inactive or inconclusive. % is set by controls: 0 for no effect and ±100 for the full control effect; potency is the fitted concentration of half-maximal effect. Some of the compounds tested; the hit share may differ from the screen's.

SMILES	AID inhibitor	UDG counterscr
CCOC(=O)c1ccc(NC(=O)c2c(NCc3ccc(OC)c(OC)c3OC)sc3c2CCC(C)C3)cc1 (centres undefined)	-3%	-3%
N#CCCC(C#N)Cn1c(=O)c2c(ncn2Cc2ccccc2)n(Cc2ccccc2)c1=O (centres undefined)	-8%	8%
COc1ccccc1C(=O)Nc1nc2nc(-c3ccccc3)cc(=O)n2[nH]1	?	3%
Cc1ccc2c(CN3CCc4ccccc43)cc(=O)oc2c1C	-14%	-8%
CCc1ccc2c(CN3CCCC3c3cccc(OC)c3)cc(=O)oc2c1 (centres undefined)	-9%	-6%
CC1(c2ccccc2)COC(c2coc3ccccc3c2=O)OC1 (centres undefined)	1%	-1%
CCOC(=O)c1c(C)oc2nc(C)nc(NCC3CCN(Cc4ccccc4C)CC3)c12	2%	1%
Cc1ccc(Cn2c(CNC(=O)c3ccccc3Br)nc3cccnc32)cc1	108%[activator]	4%
COc1ccc(CNC(=O)CSCc2cnn(-c3ccccc3)c2-n2cccc2)cc1OC	-22%	-17%
Cc1ccc2nc(-c3cccnc3)c(Nc3ccccc3C)n2c1	-3%	-20%
CCOC(=O)C(=O)Nc1ccc(C(=O)OCC)cc1	-1%	-4%
O=C1C(=O)N(C2CCN(C(=O)c3ccccc3Cl)CC2)CCN1Cc1ccc(F)cc1	16%	40%[activator]
CCc1ccc(CN(Cc2cn[nH]c2-c2ccc(OC)cc2)C(=O)Nc2ccc(C)c(F)c2)cc1	?	?
CCCc1cc(N2CCN(c3cccc(C)c3C)CC2)n2cnnc2n1	?	-4%
Cc1ccc2c(CSc3nnnn3C3CC3)cc(=O)oc2c1	-5%	-1%
Cc1ccc(-c2ccc(=O)n(Cc3ccc(F)cc3)n2)cc1	-25%	-19%
CCOC(=O)C(O)(NC(=O)c1c(F)cccc1F)C(F)(F)F (centres undefined)	8%	10%
COc1ccc(C2=Nn3c(nc4sc(C(=O)Nc5cccc(C)c5)c(C)c4c3=O)SC2)cc1	6%	-3%[57.5 µM]
CCOc1ccc(N2CC(NC(=O)C3CCCC3)CC2=O)cc1 (centres undefined)	11%	-2%
CN(C)C(=N)c1ccc(N(C)C)cc1	2%	-6%
Cc1nn(-c2ncccn2)c2c1C(c1ccccc1OCCc1ccccc1)CC(=O)N2 (centres undefined)	?	-2%
Cc1ccc(C(=O)N2CCSCC2)s1	1%	5%
Cc1nc2nc(SCC(=O)NC(C)c3ccccc3)nn2c(C)c1Cc1c(F)cccc1Cl (centres undefined)	40%[activator]	-13%
Cc1cc(C(=O)O)cc(S(=O)(=O)Nc2ccc(Cl)c3cccnc23)c1C	26%	2%
C=CCNC(=O)NC(=O)CN(CC)c1cccc(F)c1	-1%	1%

Overlap with the part before: 3 compounds, followed by the next part.
SMILES	AID inhibitor	UDG counterscr
Cc1nc2nc(SCC(=O)NC(C)c3ccccc3)nn2c(C)c1Cc1c(F)cccc1Cl (centres undefined)	40%[activator]	-13%
Cc1cc(C(=O)O)cc(S(=O)(=O)Nc2ccc(Cl)c3cccnc23)c1C	26%	2%
C=CCNC(=O)NC(=O)CN(CC)c1cccc(F)c1	-1%	1%
COC(=O)CCCCCCCNS(=O)(=O)c1ccc([N+](=O)[O-])cc1	-2%	3%
Cc1cc2oc(=O)cc(CSc3nnc4ccccn34)c2cc1C	1%	-3%
COc1ccc(CNC(=O)C2CCN(S(=O)(=O)c3c(C)noc3/C=C/c3cccs3)CC2)cc1	?	2%[57.5 µM]
CC(C)(c1nnnn1-c1ccccc1)N1CCOCC1	-5%	-10%
O=C(CCc1ccsc1)NC1CCSc2ccc(F)cc21 (centres undefined)	-2%	0%
COc1ccccc1CNC(=O)C1CCN(S(=O)(=O)c2cn(C)cn2)CC1	19%	4%
O=C(CCS(=O)(=O)c1cccs1)Nc1ccc(C(=O)Nc2cccc(Cl)c2)cc1	17%	-29%
CCN1CCN(c2csc3ccc(F)cc3c2=O)CC1	0%	4%
COc1ccc(C(=O)Oc2ccc(C(C)(C)C)cc2)cc1Br	-13%	-10%
O=C(CCc1c[nH]c2ccccc12)NCc1cccc(Cl)c1	-5%	-1%
CC(C)CCC(CCNC(C)c1cccs1)C1CCOC(C)(C)C1 (centres undefined)	0%	-2%
Cc1ccc(NC(=O)c2oc3ccccc3c2NC(=O)c2ccccc2C)cc1	2%	-13%
NC(=O)c1ccc(NC(=O)c2ccc3nc(-n4cccc4)sc3c2)cc1	1%	-2%
CC(C)Cn1c(=O)c2ccccc2n2c(CCC(=O)NCc3ccccc3Cl)nnc12	-17%	-18%
C#CCN1C(=O)S/C(=C/c2cn(CC=C)c3ccccc23)C1=O	1%	-2%
CC12CN3CC(C)(CN(C1)C3c1ccccc1)C2=O (centres undefined)	-7%	0%
CCCSc1nnc2[nH]c(=O)cc(C)n12	2%	-1%
O=C(COc1ccccc1[N+](=O)[O-])N(Cc1ccco1)c1ccccn1	24%	-11%
Cc1ccc(C)c(S(=O)(=O)c2cn(Cc3ccccc3)c3cc(N4CCCC4)c(F)cc3c2=O)c1	-18%	-9%
COc1cccc(NC(=O)CSc2nccn2C2CCCC2)c1	9%	5%
CCCCCCCCS(=O)CCCCC(=O)O (centres undefined)	15%	7%
O=C(CS(=O)(=O)c1ccc2ccccc2c1)c1ccc(Cl)cc1	3%	13%
FC(F)Oc1ccc(-c2ccnc(=S)[nH]2)cc1	-7%	-1%
Cc1ccc(-c2cnc(CCC(=O)NC(C)C3CC3)o2)cc1C (centres undefined)	-6%	-9%
O=C(Cc1n[nH]c(=O)c2ccccc12)NCCN1CCCCCC1=O	-6%	7%

Next part
SMILES	AID inhibitor	UDG counterscr
COc1ccc(Cn2ccc3nc(C)c(C(=O)Nc4ccc(OC)cc4OC)cc3c2=O)cc1	30%[activator]	5%
CC(CCc1ccccc1)NC(=O)CSc1c2c(nc3ccc(Cl)cc13)CCCC2 (centres undefined)	-13%	-6%
Cc1ccc(C(CNC(=O)c2cc(=O)c3cc(C)c(C)cc3o2)N2CCC(C)CC2)o1 (centres undefined)	4%	-4%
Cc1ccc2c(Cl)c(C(=O)NCc3ccco3)sc2c1	-12%	-8%
COc1cccc(N2CCN(C(=O)c3cnc4c(C)cccn4c3=O)CC2)c1	?	-13%[57.5 µM]
COc1ccc(CNCCC(c2ccccc2)c2ccc3c(c2)OCO3)cc1 (centres undefined)	45µM*	5%
Cc1ccc(S(=O)(=O)CCC(=O)N2CCN(c3nc4c(C)c(Cl)ccc4s3)CC2)cc1	-22%	?
CNC(=O)c1ccc(-c2nc(CN3CCN(C(=O)Nc4cc(C)ccc4C)CC3)c(C)o2)cc1	5%	7%
CCC(C)C(=O)NCc1ccc(COC)cc1 (centres undefined)	0%	3%
CC(CNC(=O)CC(c1ccccc1)c1ccccc1)OC12CC3CC(CC(C3)C1)C2 (centres undefined)	?	-12%
Cc1cccc(NC(=O)c2sc3ncnc(N(C)C4CCCCC4)c3c2C)c1C	5%	-9%
CC(C)CCn1cnc2c1c(=O)n(CC(=O)Nc1ccc(F)c(F)c1)c(=O)n2Cc1ccccc1	-2%	5%
Cc1occc(=O)c1OCc1noc(C(=O)NCc2ccccc2Cl)n1	4%	7%
CC(CN1CCCC1)OC(=O)c1cc(C(C)(C)C)cc(C(C)(C)C)c1 (centres undefined)	-14%	-9%
Cc1sc2ncn(CC(=O)Nc3ccc(F)cc3Cl)c(=O)c2c1S(=O)(=O)N1CCN(c2ncccn2)CC1	43%[activator]	5%
O=C(c1n[nH]c(=O)c2ccccc12)N1CCCC1c1ccc2c(c1)OCCCO2 (centres undefined)	-2%	-7%
CC(C)(C)C1CCc2nc(NC(=O)COc3ccccc3[N+](=O)[O-])sc2C1 (centres undefined)	-13%	?
O=C(NCCc1ccccc1)c1ccc2nc(CCc3ccccc3)oc2c1	7%	22%
COc1ccc2c(=O)c(-c3ccccc3OC)c(C)oc2c1	6%	13%
CN(CC(C#N)CCC#N)C1CCCCCC1 (centres undefined)	3%	-2%
C=Cc1ccc(CSc2nnc(C)n3c2cc2occc23)cc1	-20%	-11%
CCOC(=O)N1CCN(Cc2nc3cc(NC(=O)c4cccc(C)c4)ccc3n2C(C)C)CC1	?	-11%&-11%
O=C(COc1ccc(Br)cc1)Nc1ccc(C(=O)OC2CCCCC2)cc1	-2%	0%
CSCc1ccc(C(=O)N(CC2CCOC2)C2CC2)cc1 (centres undefined)	-1%	2%
C=CCNC(=O)NC(=O)CN(C)CC#N	-3%	-4%

Full records, quoted from the list. Screens in order: AID inhibitor | UDG counterscr
CC(CN1CCCC1)OC(=O)c1cc(C(C)(C)C)cc(C(C)(C)C)c1 (centres undefined) in the list: -14% | -9%
NC(=O)c1ccc(NC(=O)c2ccc3nc(-n4cccc4)sc3c2)cc1 in the list: 1% | -2%
O=C(CS(=O)(=O)c1ccc2ccccc2c1)c1ccc(Cl)cc1 in the list: 3% | 13%
CC(C)(c1nnnn1-c1ccccc1)N1CCOCC1 in the list: -5% | -10%

The main list resumes, repeating the 2 entries before the break.
SMILES	AID inhibitor	UDG counterscr
CSCc1ccc(C(=O)N(CC2CCOC2)C2CC2)cc1 (centres undefined)	-1%	2%
C=CCNC(=O)NC(=O)CN(C)CC#N	-3%	-4%
CCOc1cccc(C(N)=S)c1	-6%	2%
CCOC(=O)c1c(-c2ccc(C)cc2)csc1NC(=O)c1cc(=O)c2cc(Cl)ccc2o1	?	-26%[57.5 µM]
COC(=O)c1cc(NS(=O)(=O)c2ccc3ccccc3c2)cc(C(=O)OC)c1	1%	3%
O=C(O)C(Sc1cnc2ccccc2n1)c1ccccc1 (centres undefined)	-1%	0%
O=C(Nc1cccc(Cl)c1)c1ccc(Cn2c(=O)c3cccn3c3cccnc32)cc1	-10%	-4%
COc1ccc(NS(=O)(=O)c2c(C)nc3scc(C)n3c2=O)cc1	0%	6%
COC(=O)c1ccc(C(=O)N(C)Cc2cccnc2)s1	-8%	-5%
Nc1nc2c(cnn2CCc2ccccc2)c2nc(-c3ccco3)nn12	-4%	1%
Cc1ccc(-c2onc(C)c2C)cc1S(=O)(=O)Nc1cccc(Cl)c1C	-8%	-3%
Cc1nnc(N2CCCC(C(=O)Nc3cc(F)ccc3F)C2)c2nn(-c3ccccc3)c(C)c12 (centres undefined)	-8%	7%
CC1CCN(S(=O)(=O)c2ccc3c(c2)c(=O)c(C(=O)NCCc2ccccc2)cn3C)CC1	-4%[57.5 µM]	-3%[57.5 µM]
CC1=C(c2ccc(C)cc2)S(=O)(=O)NC1=NCc1ccccc1Cl	8%	?
CCn1c(SCC(=O)Nc2nncs2)nnc1-c1ccc(C)cc1	0%	-11%
CCNC(=S)N/N=C1\CC2CC=CC12 (centres undefined)	1%	-10%
Cc1ccc(-c2nn(CC(=O)N(C)C)c(=O)c3ccccc23)cc1	4%	0%
Cc1ccc2oc(-c3ccc(C)c(NC(=O)c4ccc(-c5ccccc5[N+](=O)[O-])o4)c3)nc2c1	23%	11%
COC(=O)c1ccccc1NC(=O)CCn1nc(C)c2c(C)n(-c3ccccc3)nc2c1=O	-23%	-8%
CCOC(=O)c1ccc(N2CCN(c3cccc(Cl)c3)CC2)c(NC(=O)Nc2ccc(Cl)cc2)c1	-11%	-9%[57.5 µM]
COc1ccc(CCNC(=O)c2cc3c(=O)oc4ccc(C)cc4c3s2)cc1OC	250%[activator]	1%
Cc1ccc(C(=O)c2c(C)c(CCC#N)n3ccccc23)cc1C	-13%	-11%
Cc1ccccc1NC(=O)c1ccc(N(Cc2ccccc2)S(C)(=O)=O)cc1	?	-18%
O=C(NC1CC1)C(c1ccccc1)N1CCN(S(=O)(=O)c2ccccc2)CC1 (centres undefined)	2%	-3%
CCCCNC(=O)CCCn1c(=O)c2ccccc2n(CC(=O)Nc2ccccc2OCC)c1=O	-1%	-9%
CN(Cc1c(F)cccc1Cl)C(=O)c1ccc(NS(C)(=O)=O)cc1	-4%	1%
CCc1ccc(OC(C)C(=O)N2CCC(c3nc4ccccc4o3)CC2)cc1 (centres undefined)	?	-5%

Exported bar-delimited: part of the list above.
SMILES | AID inhibitor | UDG counterscr
O=C(O)C(Sc1cnc2ccccc2n1)c1ccccc1 (centres undefined) | -1% | 0%
O=C(Nc1cccc(Cl)c1)c1ccc(Cn2c(=O)c3cccn3c3cccnc32)cc1 | -10% | -4%

Additional compounds
SMILES	AID inhibitor	UDG counterscr
O/N=C1\CC(c2ccccc2)Oc2c(Cl)cc(Cl)cc21 (centres undefined)	-2%	9%
CCOc1ccc(NC(=O)CCC(=O)N2CCSc3ccccc32)cc1	-8%	-5%
COCc1nnc(NC(=O)CCn2ccc3cc(OC)ccc32)s1	3%	-2%
CCc1ccc(Cl)c(CC)c1NC(=O)C=C(C)C	-3%	-5%
O=C(CSc1nc2cc(Cl)ccc2s1)Nc1cccc(F)c1	-12%	-11%
CCOC(=O)c1c(-c2ccc(OC)cc2)oc2ccc(OCc3ccc(C(=O)OC)cc3)cc12	-18%	-3%
O=C(NC1CCCC1)c1cccc(I)c1	0%	2%
COc1ccc(-c2cc(C(F)(F)F)n3nc(C(=O)Nc4cc(C)ccc4C)cc3n2)cc1	25%[57.5 µM]	4%[57.5 µM]
COc1ccc(Br)c(C(=O)Oc2cc(Cl)ccc2Cl)c1	-7%	4%
CCn1c2c(c(=O)n3ncc(C(=O)Nc4ccc(OC(F)(F)F)cc4)c13)CN(Cc1ccc(OC)cc1)CC2	15%	-7%
Cc1ccc(Cn2nnc(C(=O)Nc3ccc(F)c(F)c3)c2N)cc1	-2%[57.5 µM]	-19%[57.5 µM]
Cc1cc(NC(=O)c2nc3ccccc3nc2NCc2ccccc2)ccc1Br	0%	-10%
